KCNQ1 inh: inhibitors of human KCNQ1 channel, primary screen, cell-based, thallium flux, high-throughput | 310,000 compounds, 1.3% hits | Potassium voltage-gated channel subfamily KQT member 1 (Homo sapiens), P51787 | CHO-K1 KCNQ1, FluxOR thallium flux fluorescence; stronger effect = higher value | AID 2642, 2010 | B-score at 10 µM;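 active = compounds whose thallium flux B-score, printed positive for inhibition, exceeds three library SD while starting fluorescence stays within three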;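 also: channel opened by potassium depolarization with thallium stimulus after 20 min compound exposure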
TMEM16A inh: TMEM16A chloride channel inhibitors, primary screen, cell-based, HTS. HEK293 TMEM16A/YFP iodide influx fluorescence, ionomycin. normalized B-score (activity score, 25-100; higher = stronger inhibition) at 10 µM. 310,000 compounds, 1.2% hits. AID 588511, 2011;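 active = ratio plate-corrected score three or more library SD toward inhibition, starting fluorescence score within five deviations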;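 also: score derived from kinetic fluorescence span divided by baseline fluorescence per well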
KCNQ1 act: potentiators or activators of KCNQ1 channel, primary screen, cell-based, thallium flux, high-throughput | CHO-K1 KCNQ1, thallium flux FluxOR fluorescence; stronger effect = higher value | B-score at 10 µM | 310,000 compounds, 0.35% hits;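 active = fluorescence ratio B-score, a plate-corrected score, at least three library SD, with initial intensity B-score within 5 SD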
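assay system = CHO-K1 cells stably expressing KCNQ1 | medium = assay buffer, equal DMSO in all wells | timing = 37 °C overnight plating, 90-min dark dye load, 20-min compound pretreatment | measured by = kinetic FluxOR thallium fluorescence, 10-s 1-Hz baseline, 110-s post-stimulus read | measure = fluorescence change relative to baseline, converted to B score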
RGS4 pot: RGS4 potentiators or activators, primary screen, cell-based, HEK293 M3R inducible RGS4, calcium flux; B-score at 10 µM; 310,000 compounds, 0.92% hits; carbachol calcium flux Fluo4; stronger effect = lower value; AID 463111, 2010;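 active = B-score of the integrated calcium signal more than 4 SD below the library mean, with starting fluorescence not abnormally high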;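 also: negative B-score means reduced calcium response which marks RGS4 activation or potentiation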
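System: HEK293 FlpIn-TREx cells, stable M3R, doxycycline-inducible RGS4. Timing: overnight RGS4 induction, 30 min dye load 37 °C, 20 min compound RT. Also added: carbachol, ECmax concentration. Measured by: Fluo4 fluorescence kinetic imaging of calcium. Evaluation: integrated calcium ratio converted to B score.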
hERG protect: hERG rescue from dofetilide block, primary screen, cell-based, CHO-hERG, FluxOR thallium flux, dofetilide IC70 | dofetilide IC70 present | AID 1511, 2009 | activation (rescue from dofetilide block), less the hit threshold, % at 10 µM | 310,000 compounds, 0.51% hits;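 active = activation above the mean of controls blocked by dofetilide plus 5 SD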;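 also: thallium influx through hERG after potassium depolarization seen as dye fluorescence rise; in these data hits start at about 4.7%; inactives centre near -7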
MrgX1 allo act: positive allosteric modulators of MrgX1, primary screen, HEK293 cells, Fluo-4 calcium flux. Mas-related G-protein coupled receptor member X1 (Homo sapiens), Q96LB2. FDSS; stronger effect = higher value. B-score at 10 µM. 310,000 compounds, 0.63% hits. AID 588675, 2011;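 active = plate-corrected calcium response at least 3 library SD above typical, normal starting fluorescence, not activating the receptor alone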;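 also: compound read alongside a low EC10 to EC30 dose of BAM8-22 agonist; peak minus trough fluorescence over baseline measured at the second addition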
ANO1 activ: TMEM16A chloride channel activators or potentiators, primary screen, cell-based, HTS. B-score at 10 µM. Anoctamin-1 (Mus musculus), Q8BHY3. 340,000 compounds, 0.3% hits. HEK293 TMEM16A/YFP-H148Q/I152L, iodide quench fluorescence; stronger effect = lower value;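 active = fluorescence-ratio B-score plate-corrected deviation score at least 3 library SD below zero, with starting fluorescence score within 5 deviations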;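 also: channel opened by trigger with iodide after compound preincubation; score built on the fluorescence ratio of max minus min over baseline; more negative score means more quench and so TMEM16A activation or potentiation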
KCNK9 inh: KCNK9 potassium channel inhibitors, primary screen, HEK293 cells, thallium flux | Potassium channel subfamily K member 9 (Homo sapiens), Q9NPC2 | FluxOR thallium flux fluorescence; stronger effect = lower value | B-score at 10 µM | 310,000 compounds, 1.2% hits | AID 488922, 2010;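 active = ratio B-score over 3 SD below the library mean, with starting fluorescence within 5 SD of its mean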;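 also: negative B-score means less thallium flux so channel inhibition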
Target sequence (Q9NPC2 whole entry, looked up): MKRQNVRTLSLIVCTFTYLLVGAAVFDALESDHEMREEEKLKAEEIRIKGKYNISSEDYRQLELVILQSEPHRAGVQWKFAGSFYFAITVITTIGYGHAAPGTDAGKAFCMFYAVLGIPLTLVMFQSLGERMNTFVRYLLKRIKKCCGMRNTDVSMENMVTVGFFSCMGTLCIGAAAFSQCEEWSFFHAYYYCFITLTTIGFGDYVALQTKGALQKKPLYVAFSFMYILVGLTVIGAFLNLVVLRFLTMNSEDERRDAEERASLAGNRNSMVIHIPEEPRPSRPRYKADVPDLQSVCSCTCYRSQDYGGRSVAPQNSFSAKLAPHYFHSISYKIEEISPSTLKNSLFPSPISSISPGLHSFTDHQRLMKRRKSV
RGS4 inh: RGS4 inhibitors, primary screen, cell-based, HEK293 M3R inducible RGS4, calcium flux | Regulator of G-protein signaling 4 (Homo sapiens), P49798 | Fluo-4 calcium flux; stronger effect = higher value; triggered by carbachol at its EC20 | B-score at 10 µM | 310,000 compounds, 0.45% hits | AID 463165, 2010;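 active = B-score, a plate-corrected calcium signal, over three deviations above library mean, with baseline fluorescence within five deviations of library mean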;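 also: RGS4 expression induced by doxycycline in cells with stable M3 receptor; B-score is computed from the integrated fluorescence ratio over baseline after carbachol; higher B-score means a larger calcium signal and so more RGS4 inhibition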
Target sequence (P49798 whole entry, looked up): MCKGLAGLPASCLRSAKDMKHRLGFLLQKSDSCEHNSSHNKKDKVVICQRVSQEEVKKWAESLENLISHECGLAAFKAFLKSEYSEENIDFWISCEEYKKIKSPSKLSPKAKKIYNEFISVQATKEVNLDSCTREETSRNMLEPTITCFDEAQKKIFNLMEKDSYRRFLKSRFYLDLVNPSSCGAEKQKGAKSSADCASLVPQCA
KCNK3 inh: human KCNK3 channel inhibitors, primary screen, CHO cells, FluxOR thallium flux, B-score; FluxOR fluorescence; stronger effect = lower value; Potassium channel subfamily K member 3 (Homo sapiens), O14649; B-score at 10 µM; 340,000 compounds, 0.84% hits;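 active = B-score under library mean minus 4 SD, starting fluorescence ratio at most library mean plus 5 SD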;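 also: more negative B-score means stronger inhibition of thallium flux through KCNK3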
Target sequence (O14649 whole entry, looked up): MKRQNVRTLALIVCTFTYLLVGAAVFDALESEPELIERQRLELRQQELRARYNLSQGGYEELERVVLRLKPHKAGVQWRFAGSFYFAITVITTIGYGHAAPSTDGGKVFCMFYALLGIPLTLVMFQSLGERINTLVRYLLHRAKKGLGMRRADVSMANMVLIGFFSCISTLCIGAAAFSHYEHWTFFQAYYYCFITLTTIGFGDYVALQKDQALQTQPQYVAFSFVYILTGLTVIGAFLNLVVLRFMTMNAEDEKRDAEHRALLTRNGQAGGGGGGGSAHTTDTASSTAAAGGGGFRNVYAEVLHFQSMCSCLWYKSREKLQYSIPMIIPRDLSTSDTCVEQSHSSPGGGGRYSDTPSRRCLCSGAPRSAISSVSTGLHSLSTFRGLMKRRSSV
MrgX1 ag: agonists of human MrgX1 receptor, primary screen, HEK293 cells, Fluo-4 calcium flux | B-score at 10 µM | 310,000 compounds, 0.44% hits | Mas-related G-protein coupled receptor member X1 (Homo sapiens), Q96LB2 | Fluo-4 calcium fluorescence, agonist mode; stronger effect = higher value | AID 588627, 2011;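 active = calcium response B-score plate-corrected fluorescence ratio at least 3 library SD, with starting fluorescence B-score inside 5 SD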
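Test system: HEK293 cells stably expressing human MrgX1 receptor; Input: fifteen thousand cells per well; Dosing: compound delivered in addition one of three; Schedule: overnight seeding, then 1 h dark dye loading; Technique: Fluo-4 NW calcium fluorescence; Measure: B-scored fluorescence response ratio; Controls: positive and negative controls per plate.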
Numbers without * were called inactive; i = inactive; / = not tested or not shown.

Each structure is followed by: KCNQ1 inh	TMEM16A inh	KCNQ1 act	RGS4 pot	hERG protect	MrgX1 allo act	ANO1 activ	KCNK9 inh	RGS4 inh	KCNK3 inh	MrgX1 ag
1. COc1ccc(N2CSC3=C(C#N)C(c4cccc(OC)c4OC)CC(=O)N3C2)cc1 (stereo not drawn)
 : i	i	i	i	-9	i	i	i	i	i	i
2. CCOc1ccc2nc(NS(=O)(=O)c3ccc(NC(C)=O)cc3)sc2c1
 : i	i	i	i	-7	i	i	i	i	i	i
3. CCC(CC)NC(=O)c1nn(Cc2ccccc2)c(=O)c2ccccc12
 : i	i	i	i	-3	i	i	i	i	i	i
4. CCC(c1nc2ccccc2c(=O)n1-c1cccnc1)N1C(=O)c2ccccc2C1=O (stereo not drawn)
 : i	i	i	i	-8	i	i	i	i	i	i
5. COC(=O)c1c(NC(=O)COC(=O)c2ccc(C)s2)sc2c1CCCCC2
 : i	i	i	i	-6	i	i	i	i	i	i
6. Cc1cc(C)c2cccc(NC(=S)NC(=O)c3ccccc3)c2n1
 : i	i	i	i	0	i	i	i	i	i	i
7. Cc1cc(NC(=O)COc2cccc3cccnc23)no1
 : i	/	i	i	-7	/	/	i	i	/	/
8. O=S(=O)(c1ccc2c(c1)CCCN2)N1CCCC2CCCCC21 (stereo not drawn)
 : i	i	i	i	-3	i	i	i	i	i	i
9. Fc1ccc(-n2c(-c3ccc4ccccc4n3)n[nH]c2=S)cc1
 : i	i	i	i	-8	i	i	i	i	i	i
10. CCOC(=O)N1CCC(NC(=O)c2cc(-c3ccc(OC)cc3)nc3ccccc23)CC1
 : i	i	i	i	-14	i	i	i	i	i	i
11. Cn1c(=O)[nH]c(=O)c2c1nc(Br)n2CCOc1ccccc1
 : i	i	i	i	-13	i	i	i	i	i	i
12. CC1(C)CC(=O)c2cnc(NCc3ccco3)nc2C1
 : /	i	/	/	/	i	i	/	/	i	i
13. CCN1CCN(c2ccc(S(=O)(=O)N3CCOCC3)cc2NC(=O)CCOc2ccccc2)CC1
 : i	i	i	i	-16	i	i	i	i	i	i
14. O=C(NCC(c1cccnc1)N1CCN(c2ccccc2)CC1)c1ccc2c(c1)OCO2 (stereo not drawn)
 : i	i	i	i	-7	i	i	i	i	i	i
15. Cc1cc(O)cc2c1O[C@@](C)(CCC[C@@H](C)CCC[C@@H](C)CCCC(C)C)CC2
 : /	i	/	/	/	i	i	/	/	i	i
16. CCc1cccc2cc3c(N)c(C(=O)Nc4ccc(S(=O)(=O)N5CCCC5)cc4)sc3nc12
 : i	i	i	i	-12	i	i	i	i	i	i
17. O=C(COc1ccccc1)NCCSCc1ccco1
 : i	i	i	i	-5	i	i	i	i	i	i
18. Cn1ccc(-c2ccccc2)n1
 : i	i	i	i	-16	i	i	i	i	i	i
19. CCOc1ccc(CCNC(=O)CN2C(=O)CCSc3ccccc32)cc1
 : i	i	i	i	-2	i	i	i	i	i	i
20. O=C(COC(=O)C12CC3CC(CC(C3)C1)C2)Nc1ccc(OC(F)F)cc1
 : i	25*	i	i	-17	i	i	i	i	i	i
21. COc1ccccc1N(CC(=O)NCCSc1ccccn1)S(=O)(=O)c1ccccc1
 : i	i	i	i	-13	i	i	i	i	i	i
22. Cc1nc2c3ccccc3[nH]c(=O)n2n1
 : i	i	i	i	-4	i	i	i	i	i	i
23. COc1ccc(N2CCN(C(=S)Nc3cc(C)ccc3C)CC2)cc1
 : i	i	i	i	-4	i	i	i	i	i	i
24. CC1CCCCC1NC(=O)CN1CCC(O)(c2ccc3c(c2)OCO3)CC1 (stereo not drawn)
 : i	i	i	i	-9	i	i	i	i	i	i
25. O=c1[nH]c(CSc2nnc(Nc3ccccc3)s2)nc2ccccc12
 : i	i	i	i	-4	i	i	i	i	i	i
26. COc1ccccc1NC(=O)c1ccc2c(c1)N(CC(=O)NC(C)(C)C)C(=O)C(C)(C)O2
 : i	i	i	i	-8	i	i	i	i	i	i
27. Cc1ccc(NC(=O)CSc2n[nH]c(-c3cccnc3)n2)cc1Cl
 : i	i	i	i	-8	i	i	i	i	i	i
28. CCN(CC(=O)Nc1ccc(NC(C)=O)cc1)C(=O)CSc1nnc(-c2ccco2)n1CC
 : i	i	i	i	-12	i	i	i	i	i	i
29. Cc1ccc(NC(=O)C2CCN(C(=O)[C@@H]3Cc4ccccc4CN3)CC2)cc1
 : i	i	i	i	-6	i	i	i	i	i	i
30. CCC(C)c1ccccc1NC(=O)COC(=O)C1=COCCO1 (stereo not drawn)
 : i	i	i	i	-6	i	i	i	i	i	i
31. CCc1cc2c(-c3ccccc3)cc(=O)oc2cc1OC(=O)c1cccs1
 : i	i	i	i	-4	i	i	i	i	i	i
32. CC1(C)OC(C)(C)/C(=C\c2ccccc2[N+](=O)[O-])C1=O
 : i	i	i	i	-4	i	i	i	i	i	i
33. Cc1ccc2cc(C#N)c(N3CCCN(S(=O)(=O)c4ccc(F)cc4)CC3)nc2c1
 : i	i	i	i	-6	i	-9.6*	i	i	i	i
34. CN(C(=O)CSc1nc(-c2ccccc2)cs1)C1CCS(=O)(=O)C1 (stereo not drawn)
 : i	i	i	i	-8	i	i	i	i	i	i
35. c1ccc(Cc2nnc3sc(-c4ccc5c(c4)OCO5)nn23)cc1
 : i	i	i	i	-4	i	i	i	i	i	i
36. Cc1cc(SCC(=O)c2ccccc2)nc(=O)[nH]1
 : i	i	i	i	-3	i	i	i	i	i	i
37. Cc1cc(Cl)ccc1OCCCC(=O)N1CCN(S(=O)(=O)c2ccccc2)CC1
 : i	i	i	i	-11	i	i	i	i	i	i
38. O=C(C[n+]1ccc(-c2ccccc2)cc1)Nc1ccc([N+](=O)[O-])cc1
 : i	i	i	i	-9	i	i	i	i	i	i
39. CCOC(=O)c1nc2ccccc2c(C)c1C
 : i	i	i	i	-13	i	i	i	i	i	i
40. O=C(NCCc1ccccn1)c1cc(C(=O)C2CCCCC2)c[nH]1
 : i	i	i	i	-10	i	i	i	i	i	i
41. COc1ccc(NC(=O)COc2cccc3c2CCN(C)C3=O)c(OC)c1
 : i	i	i	i	-10	i	i	i	i	i	i
42. COc1ccc(NS(=O)(=O)c2cc(NC(=O)c3ccccc3F)ccc2N2CCCC2)cc1
 : i	i	i	i	-13	i	i	i	i	i	i
43. CC1(C(=O)NC2CCCCC2)CCC(=O)N1Cc1ccc2c(c1)OCO2 (stereo not drawn)
 : i	i	i	i	-10	i	i	i	i	i	i
44. CCc1nnc(NC(=O)CN2CCN(Cc3cccc(OC)c3)CC2)s1
 : i	i	i	i	-8	i	i	i	i	i	i
45. O=C(CNCc1ccccc1)Nc1ccc(Cl)cc1
 : i	i	i	i	-5	i	i	i	i	i	i
46. O=[N+]([O-])c1ccc(Sc2cccc3cccnc23)c([N+](=O)[O-])c1
 : i	i	i	i	-9	i	i	i	i	i	i
47. COc1ccc(S(=O)(=O)N2CCCC2C(=O)n2nc(C)cc2C)cc1 (stereo not drawn)
 : i	i	i	i	-8	i	i	i	i	i	i
48. Oc1ccc(-c2csc(Nc3cccc4ccccc34)n2)cc1O
 : i	i	i	i	-20	i	i	i	i	i	i
49. CC(Sc1cccc(C(F)(F)F)c1)C(=O)NC(N)=O (stereo not drawn)
 : i	i	i	i	-9	i	i	i	i	i	i
50. COc1cccc2sc3ccc(NCc4ccc5c(c4)OCO5)cc3c(=O)c12
 : i	i	i	i	-29	i	i	i	i	i	i

(cont.)
Each structure is followed by: KCNQ1 inh	TMEM16A inh	KCNQ1 act	RGS4 pot	hERG protect	MrgX1 allo act	ANO1 activ	KCNK9 inh	RGS4 inh	KCNK3 inh	MrgX1 ag
51. CCOC(=O)CCCSc1nc2sc(C)c(C)c2c(=O)[nH]1
 : i	i	i	i	-8	i	i	i	i	i	i
52. CCCCn1c(N)c(N(CCC(C)C)C(=O)C2=NN(c3cc(C)ccc3C)C(=O)CC2)c(=O)[nH]c1=O
 : i	i	i	i	-7	i	i	i	i	i	i
53. COc1ccccc1CN1CC(C(=O)NCCc2ccc(C)o2)CCC1=O (stereo not drawn)
 : i	i	i	i	-7	i	i	i	i	i	i
54. Cc1ccc(CS(=O)(=O)c2ccc(C(=O)N3CCN(c4ccccn4)CC3)cc2[N+](=O)[O-])cc1
 : i	i	i	i	-8	i	i	i	i	i	i
55. O=C1c2ccccc2C(=O)N1C(CO)C(O)c1ccc([N+](=O)[O-])cc1 (stereo not drawn)
 : i	i	i	i	-1	i	i	i	i	i	i
56. O=C(Nc1ccc(Br)cc1F)c1ccncc1
 : i	i	i	i	-9	i	i	i	i	i	i
57. CC(NS(=O)(=O)c1ccccc1)C(=O)NCc1ccco1 (stereo not drawn)
 : i	i	i	i	-7	i	i	i	i	i	i
58. N#C/C(=C\c1cn(Cc2ccc(F)cc2)c2ccccc12)C(=O)NCc1ccco1
 : i	i	i	i	-2	i	i	i	i	i	i
59. CCOC(=O)CCc1c(C)nc2c(c(C)nn2-c2ccc(C)cc2)c1C
 : i	i	i	i	-3	i	i	i	i	i	i

Source: PubChem BioAssay
